# Screening results as filed in PubChem BioAssay.
# All columns: NCI-60 one-dose screen, growth in % after 48 h at 10 µM unless noted; 100 = growth as untreated, 0 = no growth, -100 = all killed.
# BT-549 – BT-549 breast cancer. 4.4% of 78,000 active
# T-47D – T-47D breast cancer; 5% of 79,000 active; AID 1794792
# LOX IMVI – LOX IMVI melanoma. 7.4% of 79,000 active. AID 1794757
# MDA-MB-468 – MDA-MB-468 breast cancer; 8.5% of 78,000 active; AID 2202374
# MDA-MB-231 – MDA-MB-231 breast cancer; 5% of 81,000 active; AID 1794789
# MALME-3M – MALME-3M melanoma; 5.8% of 78,000 active
# HS 578T – HS 578T breast cancer. 4.1% of 78,000 active. AID 1794788
# MCF7 – MCF7 breast cancer; 6.3% of 82,000 active
# * hit, by the source's call; . = no result given; & = joins results of further samples. The calls were made as follows: active = growth percent below 10; inactive = the rest.
SMILES,BT-549,T-47D,LOX IMVI,MDA-MB-468,MDA-MB-231,MALME-3M,HS 578T,MCF7
Cc1occc1-c1nc2s/c(=C/c3ccc(-c4cc(Cl)cc(Cl)c4)o3)c(=O)n2n1,98,98,112,91,94,93,97,92
O=C1C=CN2CC=CCC2C1[C@H](O)c1ccc(Br)cc1 (stereo partly specified),99,96,98,102,101,101,110,96
N=c1sc2ccccc2n1CC(=O)O,99,96,99,.,102,110,92,99
CCO/C=N/C1=C(C#N)C(c2ccc(F)cc2)c2sc3c(C)cccc3c2O1 (stereo unspecified),20,62,9.7*,6.0*,18,.,25,15
Cc1ccc(S(=O)(=O)NC(=O)CCC(=O)Nc2ccc(Oc3ccccc3)cc2)cc1,109,95,103,120,110,105,109,.
CCOC(=O)C/C=C/CC(=O)OCC,131,96,105,106,108,87,121,101
O=c1[nH]c2nc(S(=O)(=O)O)nc(S(=O)(=O)O)c2[nH]1,104,111,103,98,100,112,123,106
Cn1c(=O)cc(OCC(=O)N/N=C/c2ccccc2)c2ccccc21,98,94,.,118,101,106,104,95
CC(=O)O[C@]1(C(C)=O)CC[C@H]2[C@@H]3C=C(Cl)C4=CC(=O)CC[C@]4(C)[C@H]3CC[C@@]21C,94,97,115,105,88,125,.,112
O=C1Nc2ccc(Cl)cc2/C1=C/c1cccc(OCc2ccccn2)c1,-7.8*,-2.1*,-90*,-30*,-51*,-52*,-1.2*,-0.2*
N#CCC(=O)Nc1nnc(-c2ccc(Cl)cc2)o1,99,99,93,100,79,110,100,93
CCN1CCCC1CNC(=O)c1cc(S(=O)(=O)CC)c(N)cc1OC (stereo unspecified),122,117,96,110,89,98,96,101
ClCCCCOC1CCCCO1 (stereo unspecified),111,105,97,100,107,.,111,103
CC(NC(=O)c1ccccc1)C(=O)O (stereo unspecified),111&115,105&92,103&100,98&102,118&109,114&97,111&109,100&91
COc1ccc2c(c1)O/C(=C\c1cccc(OCC(=O)c3ccc([N+](=O)[O-])cc3)c1)C2=O,94,83,95,.,70,91,128,98
Cn1c(=O)[nH]c2nc(N)[nH]c(=O)c21,100,86,99,129,103,94,115,95
COc1ccc(C(=O)c2c(N)nc3n2CCCCC3)cc1OC,115,106,.,106,110,109,113,97
Cc1cccc(N2CCN(CC(O)COc3ccccc3Cl)CC2)c1 (stereo unspecified),106,96,95,111,100,103,103,103
CC(C)N(CCC#N)C(N)=O,96,102,95,101,109,99,105,95
O=C(O)c1cccc2ccccc12,97,114,101,118,124,102,106,90

# The last 2 compounds of the part above lead into the next.
SMILES,BT-549,T-47D,LOX IMVI,MDA-MB-468,MDA-MB-231,MALME-3M,HS 578T,MCF7
CC(C)N(CCC#N)C(N)=O,96,102,95,101,109,99,105,95
O=C(O)c1cccc2ccccc12,97,114,101,118,124,102,106,90
COc1cc2ncn3c(=O)c4c5c(sc4nc3c2cc1OC)CCCC5,100,100,99,101,91,90,95,91
C=CCCCCCCCCC1OCC(C)(C)C(C(C)C)O1 (stereo unspecified),105,102,99,102,106,100,105,97
CC(C)NC(=O)c1cc(-c2ccc(NC(=O)Nc3ccc(N4CCOCC4)c(C(F)(F)F)c3)cc2)nc2cccnc12,67,64,48,92,49,68,9.4*,37
CN(C)c1ccc(N=C2C=CC(=O)C=C2)cc1,31,61,81,12,46,86,72,72
COC(=O)[C@H]1Cc2c([nH]c3ccccc23)[C@H](c2ccc3c(c2)OCO3)N1,99,92,94,102,98,100,102,93
COc1cc(/C=C/C(=O)c2c(C)nc3ccccc3c2C)ccc1OCCCN1CCN(C(=O)c2ccco2)CC1,86,68,82,.,75,68,82,75
Cc1ccc2c(c1)=C/C(=C\c1cc(-c3ccccc3)oc1O)C(=O)N=2,94,98,94,109,116,110,106,89
CCS(=O)(=O)N[C@@H]1O[C@H](COC(C)=O)C(OC(C)=O)[C@H](OC(C)=O)C1OC(C)=O (stereo partly specified),.,91,93,100,110,115,.,103
O=C(O)c1ccc(Cl)cc1[N+](=O)[O-],107,110,94,107,97,85,96,106
CCOc1nc(Cl)nc2nc(Cl)[nH]c12,104,122,94,94,114,98,107,99
NC(=O)c1ccccc1Cl,99,96,101,81,113,95,98,92
COc1cc(-n2cnc(N)c2C(=O)c2ccc(S(C)(=O)=O)cc2)cc(OC)c1OC,.,96,103,102,107,.,98,101
Cc1ccc(/C=C2\SC(=O)N(CC(=O)Nc3ccc(C(=O)/C=C/c4cc5ccccc5nc4Cl)cc3)C2=O)cc1,93,83,92,85,87,91,98,66
NNc1nc2c(cnn2-c2ccccc2)c(=O)n1NC(=O)c1ccccc1,114,105,92,115,115,104,111,103
O=C1/C(=C/c2ccc(B(O)O)cc2)Oc2ccccc21,103,98,99,100,95,100,100,105
Clc1cccc(Cl)c1/C=C/c1cc(/C=C/c2ccc(Br)cc2)c2ccccc2n1,91,81,.,111,.,92,.,83
CCOC(=O)c1cnn(CC(O)c2ccc(F)cc2)c1NC(=O)Nc1cccc(F)c1 (stereo unspecified),73,.,91,77,85,85,92,85
CCCCN(C(=O)OCC)c1ccccc1,98,100,100,109,114,100,113,101
N#Cc1c(-c2ccccc2F)n2c(nc1=O)SC(=O)C2,118,106,101,101,106,103,113,97
NS(=O)(=O)c1ccc(NC(=O)CN2C(=O)C(=O)c3ccccc32)cc1,130,110,.,106,102,103,104,101
COc1ccc2[nH]c(=O)c(CSc3nccc(-c4ccc(OC)c(OC)c4)n3)cc2c1,-44*,-2.8*,25,-12*,6.5*,-2.1*,-7.6*,.
COc1ccc(CC(C)=C(c2ccc(O)cc2)c2ccc(O)cc2)cc1,104,80,97,110,103,110,91,109
Cc1ccccc1[C@@H]1C[C@@H]2Cc3ccc4ccccc4c3N1O2,109,95,93,82,87,.,101,94
CC(C)Nc1ncccn1,110,101,96,104,112,112,106,98
Oc1ccccc1C1CCCCC1,108,111,102,104,104,106,95,99
c1cn2cc(-c3ccc4ncn(C5CCCCC5)c4c3)nc(-c3ccc4c(c3)ncn4C3CCCCC3)c2n1,-49*,-18*,-87*,-20*,-69*,-14*,3.4*,-3.8*
O=[N+]([O-])c1ccc(N/N=C\c2ccccc2S(=O)(=O)O)nc1,107,100,92,128,104,119,97,99
O=C(O)c1ccccc1Nc1ccc2nnc(-c3ccncc3)n2n1,76,72,25,30,79,79,106,37
CCCCC/C(C=C(C#N)C#N)=C/c1ccccc1,69,76,2.0*,98,78,95,.,39
COc1cccc(NC(=O)c2sc3nc(C)c(C(O)c4ccccc4)cc3c2N)c1 (stereo unspecified),56,35,36,14,9.7*,63,15,18
CS(=O)(=O)c1ccc(-c2[nH]c3ccc(F)cc3c2/C=N/NC(N)=O)cc1,94,93,93,101,94,93,104,91
CC[C@H](C)C(NC(=O)[C@@H](NC(=O)[C@@H]1CCCN1C(=O)CNC(=O)[C@H](C)NC(=O)OCc1ccccc1)C(C)C)C(=O)OC (stereo partly specified),109,.,95,105,100,104,115,87
COCC(=O)c1ccccc1,99,.,93,106,108,95,108,98
O=S(=O)(O)c1ccc2c3c(ccc(Cl)c13)CC2,77,102,95,101,105,93,99,97
Clc1cccc(C2Cc3cnccc3-c3[nH]c4ccncc4c32)c1 (stereo unspecified),50,34,40,6.0*,45,52,85,20
N=C(N1CCCc2ccccc21)N1CCCc2ccccc21,100,94&98,97&68,110&92,92&89,90,104&109,92&94
COc1ccc(-c2cc(-c3cccc(OCC(=O)O)c3)[nH]c(=O)c2C#N)cc1,99,95,.,92,.,84,.,92
O=c1oc2ccccc2cc1-c1cc(CCc2ccccc2)cc(-c2cc3ccccc3oc2=O)n1,106,104,103,74,93,97,86,74
Cc1cc(N=Nc2cccc(S(=O)(=O)O)c2C)c(N)cc1N,110,98,95,.,113,121,96,106
CC1(c2ccccc2O)N=C(N)Nc2nc3ccccc3n21 (stereo unspecified),89,96,106,113,106,142,124,96

# Some entries already given with just BT-549:
SMILES	BT-549
Cc1cccc(N2CCN(CC(O)COc3ccccc3Cl)CC2)c1 (stereo unspecified)	106
Cc1occc1-c1nc2s/c(=C/c3ccc(-c4cc(Cl)cc(Cl)c4)o3)c(=O)n2n1	98
Cc1ccc2c(c1)=C/C(=C\c1cc(-c3ccccc3)oc1O)C(=O)N=2	94

# New compounds follow:
SMILES,BT-549,T-47D,LOX IMVI,MDA-MB-468,MDA-MB-231,MALME-3M,HS 578T,MCF7
CC1(C)C=C(C(=O)ON2C(=O)CCC2=O)C(C)(C)N1O,98,101,99,106,113,96,119,96
CCOC(=O)C1=C(c2ccccc2)N=c2s/c(=C/c3ccc(Br)cc3)c(=O)n2C1c1ccc(O)c(OC)c1 (stereo unspecified),100,63,90,81,82,90,73,75
CC(/C=C1\SC(=S)N(CCC(=O)NCC(=O)O)C1=O)=C\c1ccccc1,106,104,94,91,102,103,99,97
CCOC(=O)Nc1ccc2c(ccn2C(=O)c2cccc(F)c2)c1,26,45,49,34,53,62,39,26
CC(=O)Oc1cc([N+](=O)[O-])c2ncccc2c1,83,78,93,80,92,98,.,67
COc1cc(O)cc(C(=O)c2ccccc2)c1S(=O)(=O)O,115,106,103,101,109,110,101,108
COC(=O)CCC/C=C\C[C@H]1C=CC(=O)/C1=C/C[C@@H](O)CCc1cccc(C(F)(F)F)c1,-11*,9.8*,-64*,-15*,.,58,32,6.5*
O=C(O)CCS/N=N/c1nc2nc[nH]c(=O)c2[nH]1,104,98,94,102,108,93,114,102
CC(O)COC1CCCCC1 (stereo unspecified),102,101,102,109,94,112,108,98
CCOC(=O)/C=C/c1ccc(C(=O)OCC)[nH]1,88,35,53,54,59,73,74,26

# Among those listed so far, 2 have a CF3 group:
SMILES,BT-549,T-47D,LOX IMVI,MDA-MB-468,MDA-MB-231,MALME-3M,HS 578T,MCF7
CC(C)NC(=O)c1cc(-c2ccc(NC(=O)Nc3ccc(N4CCOCC4)c(C(F)(F)F)c3)cc2)nc2cccnc12,67,64,48,92,49,68,9.4*,37
COC(=O)CCC/C=C\C[C@H]1C=CC(=O)/C1=C/C[C@@H](O)CCc1cccc(C(F)(F)F)c1,-11*,9.8*,-64*,-15*,.,58,32,6.5*

# (further entries)
SMILES,BT-549,T-47D,LOX IMVI,MDA-MB-468,MDA-MB-231,MALME-3M,HS 578T,MCF7
CCOC(=O)CCCCNC1(c2ccc(F)cc2)C2CC3CC(C2)CC1C3 (stereo unspecified),109,97,102,99,102,98,96,89
COc1ccc(C(=O)COc2ccc(/C=C3\Oc4ccccc4C3=O)cc2)cc1,114,74,93,.,84,112,100,115
CCCCC(C)NC(=O)c1ccccc1 (stereo unspecified),102,108,96,87,103,104,103,96
O=C1Nc2ccccc2/C1=C/C(=O)c1ccc(N2CCCC2)cc1,107,40,-17*,5.3*,47,39,12,18
CC(=O)Nc1cc2c(cc1Br)-c1ccccc1C2O (stereo unspecified),96,61,90,80,76,92,92,58
CSc1ccccc1NC(=O)c1ccc2nnn(/C(C#N)=C/c3ccccn3)c2c1,-99*,-73*,.,-92*,.,-95*,.,-81*
O=C1C[C@H]2c3ccccc3N(Cc3ccccc3)[C@H]2C1C(=O)N1CCCCC1 (stereo partly specified),104,99,101,82,111,100,96,100
COc1ccc(-c2cc(C(=O)N3CCC(Cc4ccccc4)CC3)nn2-c2ccc(S(C)(=O)=O)cc2)cc1,108,103,99,123,101,109,108,94
C/C(Cc1ccc([N+](=O)[O-])cc1[N+](=O)[O-])=N\O,109,107,105,100,91,100,107,98
CS(=O)(=O)c1cccc(Cc2nnc(Cc3cc4ccc(F)cc4[nH]3)n2CCCc2cnc[nH]2)c1,138,103,93,129,99,94,94,98
COc1cc(-c2nn(C(C)(C)C)cc2-c2ccnc(NCCCNS(=O)(=O)c3ccc(F)cc3)n2)ccc1Cl,.,85,75,73,60,86,81,74
CC(=O)Nc1c(Br)cc2c(c1Br)Cc1cc(Br)ccc1-2,77,39,21,-35*,51,99,-7.9*,60
COc1ccc(/C=C/C(=O)c2ccc(NC(=O)CSc3nnc(-c4ccc5nc(-c6ccccc6)[nH]c5c4)o3)cc2)cc1,81,52,94,112,101,91,110,73
CN(C)C(=S)N=Nc1c(O)[nH]c2ccccc12,31,25,14,-2.4*,49,31,13,18
CC(=O)c1c[nH]c(=O)[nH]c1=O,101,92,90,88,78,103,91,86
COc1ccc(/C(C#N)=C2C=C/C(=N\O)C(C)=C/2Cl)cc1,117,.,78,63,81,143,113,93
OCC[N+]1(Cc2ccccc2)CCC(C2CC[N+](CCO)(Cc3ccccc3)CC2)CC1 (stereo unspecified),104,82,97,119,116,95,95,92
Cc1sc2nc(NCc3ccccc3)[nH]c(=O)c2c1C,54,32,53,24,60,76,.,31
CC(=O)Nc1ccc(-n2cnc3cc(-c4ccc(O)cc4)ccc32)c(F)c1,66,26,69,46,83,38,67,41
Nc1ccc(-c2csc(N/N=C/c3nc4ccccc4n3C3CC3)n2)cc1,85,93,56,61,97,82,91,33
COc1ccc(C(=O)NC(=O)Nc2ccc3c(c2)NC(=O)/C3=C\c2[nH]c(C)c(C(=O)NCCN(C)C)c2C)c(F)c1,105,107,98,90,108,114,88,77
Cc1c2cnccc2c(C)c2c1c1cc(CO)ccc1n2C,-62*,-21*,-64*,-66*,-52*,-88*,-13*,-14*
CC(C)Nc1nnc(-c2cccnc2)s1,98,.,.,114,124,93,110,100

# Entries of single compounds from above:
# CC(C)Nc1nnc(-c2cccnc2)s1 is entered as BT-549: 98; T-47D: .; LOX IMVI: .; MDA-MB-468: 114; MDA-MB-231: 124; MALME-3M: 93; HS 578T: 110; MCF7: 100
# COc1ccc(C(=O)NC(=O)Nc2ccc3c(c2)NC(=O)/C3=C\c2[nH]c(C)c(C(=O)NCCN(C)C)c2C)c(F)c1 is entered as BT-549: 105; T-47D: 107; LOX IMVI: 98; MDA-MB-468: 90; MDA-MB-231: 108; MALME-3M: 114; HS 578T: 88; MCF7: 77
# Cc1sc2nc(NCc3ccccc3)[nH]c(=O)c2c1C is entered as BT-549: 54; T-47D: 32; LOX IMVI: 53; MDA-MB-468: 24; MDA-MB-231: 60; MALME-3M: 76; HS 578T: .; MCF7: 31
